STEP block: inhibitors of human striatal-enriched phosphatase STEP; P54829; recombinant STEP, OMFP fluorogenic substrate, fluorescence; inhibition, % at 20 µM; 0.25% of 360,000 active;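 active means inhibition at 20 µM, scaled per plate between control wells, above about 37%, limit read from the data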;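 further: 0% = DMSO with enzyme and substrate and 100% = substrate only without enzyme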
Target sequence (P54829 whole entry, looked up): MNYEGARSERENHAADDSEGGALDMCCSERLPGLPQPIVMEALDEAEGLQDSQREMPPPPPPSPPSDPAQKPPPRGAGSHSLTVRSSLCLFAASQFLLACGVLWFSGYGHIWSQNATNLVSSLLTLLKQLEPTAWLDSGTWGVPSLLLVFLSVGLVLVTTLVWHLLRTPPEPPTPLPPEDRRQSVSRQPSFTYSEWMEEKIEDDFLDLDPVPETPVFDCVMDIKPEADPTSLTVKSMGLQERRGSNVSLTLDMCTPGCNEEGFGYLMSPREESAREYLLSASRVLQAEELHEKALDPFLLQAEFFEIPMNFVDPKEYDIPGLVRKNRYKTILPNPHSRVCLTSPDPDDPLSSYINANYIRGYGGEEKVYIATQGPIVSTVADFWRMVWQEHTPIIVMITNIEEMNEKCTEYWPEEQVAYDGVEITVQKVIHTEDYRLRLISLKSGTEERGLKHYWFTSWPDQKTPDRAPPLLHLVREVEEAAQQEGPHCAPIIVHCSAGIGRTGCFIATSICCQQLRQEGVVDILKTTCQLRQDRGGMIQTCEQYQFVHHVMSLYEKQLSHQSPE
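Assay system: isolated STEP enzyme. Buffer or medium: pH 6.0 Bis-Tris with DTT and Tween 20. Also added: fluorogenic phosphatase substrate OMFP at 25 µM final. Dosing: 20 µM, 1% DMSO. Timing: 20 min reaction, room temperature, in the dark. Measured by: fluorescence intensity, excitation 480 nm, emission 540 nm. Evaluation: normalized % inhibition.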
TbMetRS inhib: Trypanosoma brucei MetRS inhibition | purified T. brucei MetRS, ATP depletion, Kinase-Glo luminescence | inhibition, % at 11.9 µM | 0.4% of 360,000 active | AID 624268;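 active means inhibition above a per-plate cutoff of the control wells' mean inhibition plus 3 SD, cut at about 5.5% in these data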;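 further: 0% = DMSO wells median and 100% = median of wells with control inhibitor compound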
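assay system = parasite MetRS enzyme | timing = 15 min preincubation, 2 h reaction, all 25 °C | evaluation = percent inhibition relative to median high and low control wells | medium = HEPES buffer containing pyrophosphatase, BSA, spermine, DTT | compound = single dose, 11.9 µM final nominal, 0.9% final DMSO | detection = Kinase-Glo luminescence, ATP depletion format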
NRP1-CendR mod: NRP-1/CendR interaction modulation; 0.85% of 360,000 active; inhibition, % at 25 µM; FAM-RPARPAR peptide binding to NRP-1, fluorescence polarization; O14786; AID 602438;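 active means inhibition or corrected inhibition above about 18%, plus a signal ratio from 0.5 to 1.5, limit read from the data, passing the limit was not always enough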; further: strong numbers were not always called active
NadD block: inhibitors of Staphylococcus aureus NadD | purified NadD enzyme, colorimetric absorbance read-out | 0.78% of 360,000 active | inhibition, % at 20 µM; in the data active means inhibition above about 26%; further: some compounds past the cut are filed as inactive
DNMT1 inh: blocks human DNA methyltransferase DNMT1 | P26358 | DNMT1 molecular beacon, Hinp1I cleavage, fluorescence | inhibition (reported as % activation of signal), % at 10 µM | 0.83% of 360,000 active; in the data active means inhibition above about 50%
Scp1 inh: blocks human Scp-1 phosphatase activity. Q9GZU7. Recombinant Scp1, phosphopeptide, malachite green phosphate absorbance. inhibition, % at 20 µM. 0.88% of 340,000 active. AID 493091;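 active means inhibition above about 50% at 20 µM, limit read from the data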;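 further: plate controls were DMSO wells with enzyme for no effect and wells lacking enzyme for full effect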
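Test system – truncated SCP-1 phosphatase (76-261aa) · Reagent – Phosphorylated 17-residue peptide substrate · Incubation – 45 min room-temperature reaction, 5 min colour, 30 min stabiliser · Detection – colorimetric phosphate reagent with accelerator and stabiliser, absorbance at 630 nm · Measure – % inhibition at 20 µM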
SUMO1 PPI mod: modulators of human SUMO1-mediated protein-protein interactions; P63165; SUMO1 binding to a labelled peptide, TR-FRET, 1 h; inhibition, % at 20 µM; 0.33% of 360,000 active; AID 602429; in the data active means inhibition above about 37%
Target sequence (P63165 whole entry, looked up): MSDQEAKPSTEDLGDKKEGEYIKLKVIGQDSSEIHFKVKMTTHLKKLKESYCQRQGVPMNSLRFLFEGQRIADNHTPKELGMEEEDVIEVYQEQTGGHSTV
LMPTP block: LMPTP (human) inhibition. P24666. recombinant LMPTP-A, OMFP fluorogenic substrate, fluorescence intensity. inhibition, % at 20 µM. 0.22% of 360,000 active. AID 651560;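 active means compounds that cut the enzyme signal by at least half of the control window in the single-dose screen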;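 further: plate controls were DMSO wells with enzyme plus substrate for no effect and substrate without enzyme for full effect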
Target sequence (P24666 whole entry, looked up): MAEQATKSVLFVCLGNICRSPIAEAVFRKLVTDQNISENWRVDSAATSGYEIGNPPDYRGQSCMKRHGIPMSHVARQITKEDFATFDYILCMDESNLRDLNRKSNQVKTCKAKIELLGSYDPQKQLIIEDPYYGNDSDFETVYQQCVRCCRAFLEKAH
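test system = LMPTP-A | amount = 0.625 nM LMPTP-A final | reagent = fluorogenic phosphatase substrate OMFP at 400 µM final | incubation = 50 min at room temperature | benchmarks = no-enzyme low control, uninhibited high control | medium = Bis-Tris pH 6.0, DTT, detergent | signal = fluorescence intensity of OMFP turnover product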
SKN-1 inh: blocks SKN-1 activity in C. elegans. C. elegans VP596 Pgst-4::GFP/RFP ratio, acrylamide-induced, 24 h. inhibition, % at 21.8 µM. 0.49% of 360,000 active. AID 624304;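 active means interference check ratio from 0.5 to 1.5 plus GFP to RFP signal ratio inhibition reaching or exceeding a fixed threshold, cut at about 30% in these data, passing the limit was not always enough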; further: some compounds called inactive have numbers as strong as hits
Neddyl block: inhibitors of human cullin neddylation | P61081+Q13564 | calls only at 25 µM | TR-FRET cullin neddylation, biochemical | 0.58% of 360,000 active; in the data active means inhibition above about 36%
Numbers without * were called inactive; i = inactive; nt = no result given.

Each structure is followed by: STEP block, TbMetRS inhib, NRP1-CendR mod, NadD block, DNMT1 inh, Scp1 inh, SUMO1 PPI mod, LMPTP block, SKN-1 inh, Neddyl block
CCC(C)(C)n1nnnc1C(c1ccccc1OC)N1CCN(C(=O)c2ccco2)CC1 (stereo unspecified)
    -4, 0.3, 0, -12, 0, 3, 2, 0.3, 13, i
O=C(Nc1cccc(NC(=O)c2cccc(Cl)c2)c1)c1cccnc1
    -1, -0.1, -8, 1, -4, -2, 2, -0.3, 1, i
O=C(COc1cccnc1[N+](=O)[O-])Nc1cc(S(=O)(=O)N2CCCCC2)ccc1Cl
    4, -0.5, 4, 8, 5, -5, 5, 1.7, 16, i
CC(=O)Nc1ccc(NS(=O)(=O)c2ccc(-c3cnc(C4CC4)o3)cc2)cc1
    8, 0.8, 2, -4, 1, 3, -12, 1.2, 24, i
Cc1ccccc1C1CC(c2cccs2)Nc2nnnn21 (stereo unspecified)
    1, -1.3, 12, 0, 1, 2, 1, -0.6, 1, i
Cc1ccc(Nc2cnn(C34CC5CC(CC(CC(=O)O)(C5)C3)C4)c(=O)c2Cl)c(Cl)c1
    -2, 0.1, -1, 6, 2, -2, -8, 1.2, -15, i
CCc1ccc(OCC(=O)NNC(=O)c2nn(CC)c(=O)c3ccccc23)cc1
    0, -0.6, 5, -4, 1, 0, -2, -1.7, 3, i
O=C(N[C@@H](Cc1ccc(O)cc1)C(=O)O)c1ccc(C(F)(F)F)cc1
    3, -0.1, 5, -6, 6, -2, 6, -0.8, -6, i
COc1cc(C(=O)N2CCN(C(=O)C3COc4ccccc4O3)CC2)cc(OC)c1OC (stereo unspecified)
    0, 0.0, 11, 2, 3, -1, -1, -0.3, 9, i
CC(C)(C)c1csc(NC(=O)c2ccc(Cl)s2)n1
    4, -0.5, -7, -1, 0, -7, -1, 1.6, 30, i
CCCC1CC(CSC(=N)N)OC1=O (stereo unspecified)
    3, -1.0, 27*, -4, 1, -2, -2, -2.6, 23, i
COc1cc(SC)ccc1C(=O)NCCOc1ccc(C)c(C)c1
    1, 0.2, 4, -9, -4, -10, -1, 2.6, 2, i
N=c1c(C(=O)NCc2ccco2)cc2c(=O)n3ccccc3nc2n1Cc1ccccc1
    4, -0.7, -14, 32*, 75*, 8, 2, 59*, 21, nt
O=C(NCc1ccc(Cl)cc1)C1CCN(S(=O)(=O)c2cccs2)CC1
    1, -0.2, -9, -6, -2, -7, 2, -0.7, 5, i
CCOC(=O)C1CCCN(C(=O)c2cc(-c3ccccc3)nc3ccccc23)C1 (stereo unspecified)
    0, -0.4, 10, -3, 0, -7, 0, -0.8, -2, i
CN(Cc1ccccc1N1CCCC1)C(=O)c1cc2ccccc2o1
    0, -0.2, -20, 6, -8, -1, 4, 0.1, 22, i
O=C(/C=C\c1ccco1)NC(=S)Nc1ccccc1O
    -3, 0.7, -64, -4, 4, -7, 1, 0.7, -1, i
Cc1ccccc1OCCC(=O)OCC(=O)Nc1c(C)nn(-c2ccccc2)c1C
    2, 0.3, -10, 1, 0, 1, 5, -0.2, 11, i
Cc1cc(C)cc(NC(=O)Nc2cc(-c3ccccc3)nn2C)c1
    -3, 0.0, -5, 4, 2, -8, 3, 1.8, -1, i
O=C(CCC1CCCN(C(=O)c2ccc3cc[nH]c3c2)C1)N1CCN(c2ccccn2)CC1 (stereo unspecified)
    0, 0.4, -7, 0, -1, 8, 0, 1.4, 14, i
COc1ccccc1NC(=O)CCNS(=O)(=O)c1ccc2[nH]c(=O)oc2c1
    5, 0.1, 2, 3, 11, 6, -2, 0.3, 8, i
COc1cc(C(=O)NCC(c2ccco2)N(C)C)cc(OC)c1OC (stereo unspecified)
    -1, -0.3, -3, -2, 1, -6, 3, -2.4, -4, i
CN(C(=O)c1cccc(NC(=O)Cc2ccc(NC(=O)C3CCN(C(=O)C4CCCCC4)CC3)cc2)c1)C1CC1
    -2, 0.1, 9, 0, 6, 4, 0, -1.3, -4, i
Cc1ccnc(N2CCC(C(=O)NC3CCCCCC3)CC2)n1
    -4, -1.1, -1, -1, 3, -2, 3, 1.2, -11, i
COCCN1Cc2cccc(C(=O)NCc3ccccc3OC)c2C1=O
    -1, -0.4, -10, -2, 1, -5, 0, 0.0, -6, i
CC(C)n1cnc2c(NCc3ccccc3)nc(NCc3ccccc3)nc21
    -2, 0.8, -1, -7, -14, 1, 6, 4.1, 9, i
CCCn1nc(NS(=O)(=O)c2cccc3nonc23)c2cc3cccc(C)c3nc21
    0, 0.6, -3, 15, -2, -2, -12, 0.5, -10, i
O=C(C1CCN(C2CC(=O)N(c3cccc(Cl)c3)C2=O)CC1)N1CCCC1 (stereo unspecified)
    -3, -1.1, 7, 2, 1, -2, -3, -1.7, -2, i
Cc1ccc(OCCC(=O)OCC(=O)NC2CCCC2)cc1
    2, -0.6, -3, -5, 2, 7, 0, -1.7, 2, i
Cc1ccc2c(c1)c1c(n2CC2COC(C)(C)O2)C(=O)CCC1 (stereo unspecified)
    0, -0.3, -9, -6, 1, -4, -14, 0.7, -12, nt

A second format for seven compounds above.
molecule | STEP block | TbMetRS inhib | NRP1-CendR mod | NadD block | DNMT1 inh | Scp1 inh | SUMO1 PPI mod | LMPTP block | SKN-1 inh | Neddyl block
COc1ccccc1NC(=O)CCNS(=O)(=O)c1ccc2[nH]c(=O)oc2c1 | 5 | 0.1 | 2 | 3 | 11 | 6 | -2 | 0.3 | 8 | i
O=C(COc1cccnc1[N+](=O)[O-])Nc1cc(S(=O)(=O)N2CCCCC2)ccc1Cl | 4 | -0.5 | 4 | 8 | 5 | -5 | 5 | 1.7 | 16 | i
O=C(C1CCN(C2CC(=O)N(c3cccc(Cl)c3)C2=O)CC1)N1CCCC1 (stereo unspecified) | -3 | -1.1 | 7 | 2 | 1 | -2 | -3 | -1.7 | -2 | i
CC(C)(C)c1csc(NC(=O)c2ccc(Cl)s2)n1 | 4 | -0.5 | -7 | -1 | 0 | -7 | -1 | 1.6 | 30 | i
CC(=O)Nc1ccc(NS(=O)(=O)c2ccc(-c3cnc(C4CC4)o3)cc2)cc1 | 8 | 0.8 | 2 | -4 | 1 | 3 | -12 | 1.2 | 24 | i
O=C(NCc1ccc(Cl)cc1)C1CCN(S(=O)(=O)c2cccs2)CC1 | 1 | -0.2 | -9 | -6 | -2 | -7 | 2 | -0.7 | 5 | i
Cc1ccccc1OCCC(=O)OCC(=O)Nc1c(C)nn(-c2ccccc2)c1C | 2 | 0.3 | -10 | 1 | 0 | 1 | 5 | -0.2 | 11 | i

(more compounds)
Each structure is followed by: STEP block, TbMetRS inhib, NRP1-CendR mod, NadD block, DNMT1 inh, Scp1 inh, SUMO1 PPI mod, LMPTP block, SKN-1 inh, Neddyl block
CN(c1cccc(Cl)c1)S(=O)(=O)c1cccc(C(=O)NCc2ccncc2)c1
    1, 0.1, 24*, -11, 0, 3, -6, -0.9, -3, i
COc1ccc(C(=O)N2CCCCC2)cc1S(=O)(=O)Nc1cccc(C(=O)O)c1
    -4, -0.5, -12, 6, 1, -1, -2, -1.1, 7, i
COc1cccc(/C=N/NC(=O)Cn2cnc3c2c(=O)n(C)c(=O)n3C)c1
    0, -0.2, -2, 5, 4, -7, -6, -2.3, 6, i
NC(=O)Nc1ccc(C(=O)OCC(=O)N2CCCC2=O)cc1
    -1, -0.2, 10, 4, 9, -5, -4, -0.5, -10, i
Cc1c(C(=O)O)oc2ccc(S(=O)(=O)NC3CCCCCCC3)cc12
    -1, 0.4, 4, -3, 0, -1, 0, -1.3, -2, i
CC(=O)c1cccc(NC(=O)CSc2nnc(C(C)N(C)C)n2Cc2ccccc2)c1 (stereo unspecified)
    6, 5.6*, -4, -5, -6, -5, 4, 0.8, 15, i
Cc1nnc(SCC(=O)NC2CCCCCC2)n1N
    -2, -0.3, 15, 4, 2, -8, 1, -3.8, 4, i
CNC(=S)NNc1nc(C)cc(C)n1
    0, -0.8, 13, -6, 2, -4, 2, 6.9, -20, i
c1ccc2occc2c1
    -2, 0.6, -4, -1, 1, 1, 3, -2.9, 8, i
Cc1ccccc1C(=O)NC1CCN(C(=O)Nc2ccc(F)cc2)CC1
    -2, 0.1, -9, -5, 0, -4, -1, -0.5, 2, i
COc1ccccc1N(CC(=O)NCCSCc1cccc(C)c1)S(=O)(=O)c1ccccc1
    5, -0.3, -7, -7, 0, -13, 0, 8.8, 11, i
O=C(C1CC1)N1CCc2cc(Br)cc(S(=O)(=O)NCCCN3CCCCC3)c21
    1, 0.1, 7, -15, 0, -7, 5, -0.1, 6, i
CCC(=O)NCCc1nc2ccccc2n1Cc1ccc(C)cc1
    0, 0.3, 10, 3, 3, -4, 3, 0.0, -9, i
Cc1ccc(Sc2c(C)nn(C(=O)c3cccc(S(=O)(=O)N4CCOCC4)c3)c2C)cc1
    -1, 0.5, -5, -2, -1, -10, 5, 2.4, 9, i
Cc1csc2nc(O)c(C(=O)NCCN3CCOCC3)c(=O)n12
    0, -0.3, 22, 1, -2, -5, 5, -1.9, 4, i
CCOC(=O)COc1nc(-c2ccccc2)cc(-c2ccco2)c1C#N
    2, -0.2, -1, 2, 1, -21, -7, 3.8, 5, nt
O=S(=O)(c1ccc(NC(=S)N2CCN(c3ccccc3F)CC2)cc1)N1CCOCC1
    3, -1.0, 12, 0, 0, 3, 5, 1.6, -4, i
CCc1ccccc1NNC(=O)CCc1ccccc1
    1, -0.6, -1, 4, -1, 4, -2, 0.8, 22, i

From PubChem
